PKA-R2B act = activators of human PKA-R2B complex | AID 504700 | 340,000 tested, 0.079% active | P22694+P31323 | activation, % at 11.4 µM | PKA-R2B holoenzyme dissociation, Cy5-IP20 fluorescence polarization; R2B truncated from residue 108, S112A mutant; 0% DMSO only, 100% 113 µM cGMP;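 active = activation above a cutoff set at the mean over all compounds plus 3 SD, cut at about 18% in these data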;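 also: higher means more holoenzyme dissociation and a rise in polarization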
SUMO Mot1 rescue = blocks SUMOylation pathway, rescuing yeast Mot1-301 growth. S. cerevisiae Mot1-301 growth rescue, ATP luminescence, 38.5C; percent above DMSO median, 100 means doubled. growth rescue, % at 18.8 µM. 320,000 tested, 1% active;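 active = every valid replicate shows activation above 250% relative to neutral control wells; inactive = the rest, any valid replicate at or below 250%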;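 also: OY570 slx delta 5 strain wells were the positive control but not used for scaling; some compounds called inactive have numbers as strong as hits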
MITF act = increases MITF-driven TRPM1 promoter luciferase signal. SK-MEL-5 TRPM1-promoter luciferase, 24 h; % of positive control, neutral wells = 0. activation, % at 12.5 µM. 300,000 tested, 0.75% active;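 active = mean activation of at least 80% with every replicate also reaching 80%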;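 also: 0% = neutral control wells and 100% = parthenolide positive control wells; values of inactives mirror those of a sister screen read the other way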
dFosB activator = mouse delta FosB homodimer activation; activation, % at 25 µM; purified delta FosB, TAMRA-CDK5 oligo fluorescence polarization; percent of positive-control signal above neutral wells; P13346; 340,000 tested, 0.99% active;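 active = mean activation above about 17%, with every replicate also reaching it, limit read from the data, passing the limit was not always enough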;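 also: fluorescence polarization rise as delta FosB binds a TAMRA Cdk5 AP-1 oligo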
SR-BI uptake up = activators of SR-BI mediated HDL lipid uptake; AID 504775; activation, % at 12.5 µM; 320,000 tested, 0.096% active; CHO ldlA[mSR-BI] cells, DiI-HDL uptake fluorescence, 3 h; 100 = double the neutral-control signal;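 active = mean replicate activation of at least 60% and every replicate at or above 60%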;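 also: 0% = median plate neutral-control signal and 100% = twice that signal; values of inactives mirror those of a sister screen read the other way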
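System: LDL receptor-deficient CHO ldlA cells overexpressing murine SR-BI | Timing: 3 h uptake period with compound, 37 °C | Medium: HEPES-buffered (25 mM, pH 7.4) F12 plus 0.5% BSA | Dosing: Single-point compound dose | Signal: Bottom-read fluorescence, 550/595 nm | Read-out: Retained DiI signal reflecting DiI-HDL uptake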
Arrestin-AP2 inh = human beta-arrestin and AP2 interaction inhibition. FITC-arrestin peptide / GST-AP2 beads, flow cytometry; AP2 beta2 appendage carries R879A mutation. AID 504490. 340,000 tested, 0.31% active. inhibition, % at 10 µM;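 active = inhibition above a set limit, near 3 SD of compounds lacking own fluorescence, cut at about 54% in these data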;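 also: plate controls were DMSO wells for no effect and 5 µM unlabelled arrestin peptide for full effect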
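Assay system: GST-AP2 R879A bound to glutathione beads, E. coli-expressed; Medium: PBS with 0.05% Tween 20 and 0.1% BSA; Also added: fluorescein-tagged arrestin peptide at 50 nM final; Timing: 12 min plus 1 h, RT; Measured by: flow cytometry, FL1 (488/535 nm); Evaluation: percent drop in bead-associated FITC signal.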
PKA-R1A act = PKA-R1A complex activation. P00514+P68181. PKA-R1A dissociation, Cy5-IP20 fluorescence polarization; scaled: DMSO 0%, 113 µM cGMP 100%. activation, % at 11.4 µM. 340,000 tested, 0.083% active;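 active = percent activation above the mean of all tested compounds plus 3 SD, cut at about 19% in these data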;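 also: higher means more PKAc released from R1A so a rise in polarization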
SR-BI DiI inh = inhibitors of mouse SR-BI mediated HDL lipid uptake. Q61009. ldlA[mSR-BI] CHO cells, DiI-HDL uptake fluorescence, 3 h. inhibition, % at 12.5 µM. 320,000 tested, 0.96% active;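 active = mean replicate inhibition of at least 70% and a set share of replicates each scoring 70 or more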;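 also: 0% = median of neutral control wells and 100% = median of positive control wells; values of inactives mirror those of a sister screen read the other way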
CDK5 p35 inh = blocks human CDK5/p35 kinase activity | Q00535+Q15078 | Recombinant CDK5/p35, ADP-Glo luminescence, 60 min | inhibition, % at 10 µM | 330,000 tested, 0.01% active | AID 488839;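 active = highest replicate inhibition of at least 50% and at least 75% of replicates reaching 50%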;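 also: plate controls were DMSO neutral control for no effect and GW8510 at 10 µM for full effect; many of its hits are not listed in these tables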
NSD2 HMT inh = NSD2 (human) methyltransferase inhibition. AID 743445. 310,000 tested, 0.54% active. O96028. NSD2 peptide methylation, AlphaScreen, 120 min. inhibition, % at 12.5 µM; in the data active = inhibition above about 50%
Pemphigus Ab inh = human desmoglein-3 autoantibody binding inhibition; P32926; DSG3-coupled beads, scFv-anti-DSG3-GFP binding, flow cytometry; hits give low values; binding (percent of control), % at 10 µM; 310,000 tested, 0.48% active;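 active = binding more than 3 SD below its plate's average and above zero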;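 also: hits lower antibody fragment binding to DSG3; some compounds called inactive have numbers as strong as hits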
An asterisk follows results filed as active; · = not tested or not shown.

item	SMILES	PKA-R2B act	SUMO Mot1 rescue	MITF act	dFosB activator	SR-BI uptake up	Arrestin-AP2 inh	PKA-R1A act	SR-BI DiI inh	CDK5 p35 inh	NSD2 HMT inh	Pemphigus Ab inh
1	CN(C(=O)COC(=O)CSc1ccc(C(N)=O)cc1[N+](=O)[O-])C1CCCCC1	8.4	-16.5	-5.6	-10.7	31.5	0.7	-9.7	-31.5	-0.6	15.5	99.1
2	Cc1ccc(N2C(=O)CC3(CCCC3)CC2=O)cc1	7.4	-1.9	24.2	4.0	14.7	-0.6	3.9	-14.7	-0.5	-0.6	·
3	C[n+]1cc(C(=O)N2CCCCC2)ccc1/C=C/c1c[nH]c2ccccc12	3.7	5.9	-12.5	-2.1	-0.7	-33.8	-6.0	0.7	-1.2	5.9	310.5
4	c1ccc(Oc2cnc3ccccc3n2)cc1	-4.3	·	40.4	4.9	14.8	2.1	-5.9	-14.8	1.2	4.2	94.9
5	CN(CC(=O)Nc1ccccc1C(F)(F)F)C(=O)c1ccc(N2C(=O)CCC2=O)cc1	3.8	-22.7	-0.8	-3.5	9.1	2.0	5.6	-9.1	0.1	3.5	99.0
6	COc1ccc(-c2nc(C#N)c(N3CCCCCC3)o2)cc1	-7.2	-11.6	16.6	-6.5	-53.0	3.9	-4.4	53.0	1.6	2.6	98.6
7	COC(=O)C1=C(C)OC(N)=C(C#N)C1c1cc2cc(C)ccc2nc1Cl (configuration not stated)	-22.4	-3.1	7.7	-3.8	-4.8	-3.4	-8.3	4.8	1.6	-2.6	100.3
8	O=C(c1cccc(N2CCCC2=O)c1)N1CCN(c2ccccc2)CC1	-2.8	·	1.7	0.3	-8.8	-2.3	8.1	8.8	1.2	-0.9	106.0
9	O=C(Nc1ccccc1C(F)(F)F)C(O)(c1ccccc1)C1CCCCC1 (configuration not stated)	3.9	-0.7	1.2	-4.8	-59.7	-6.3	0.9	59.7	0.2	·	106.5
10	O=S(=O)(c1ccc(N=C2NN=C(c3cc(F)ccc3F)CS2)cc1)N1CCOCC1	·	·	-11.9	-8.7	-47.4	-2.8	·	47.4	1.9	·	·
11	Cc1cccc(NC(=O)CN2C(=O)NC(C)(c3ccc4c(c3)OCO4)C2=O)c1 (configuration not stated)	-0.7	21.4	·	-9.6	-21.8	-0.3	-10.4	21.8	0.3	13.2	97.2
12	COc1ccc(NC(=O)CSc2nc(O)cc(=O)[nH]2)c(OC)c1	6.0	5.6	-7.2	-6.6	·	18.4	0.2	·	-1.5	-0.9	95.5
13	O=C(CC(=O)c1c(F)cccc1Cl)c1ccccc1O	-3.8	13.8	-11.1	-6.8	15.7	-7.2	-5.7	-15.7	-0.5	-1.7	93.9
14	C[C@@H]1CN([C@@H](C)CO)C(=O)Cc2cc(NC(=O)Nc3ccc(F)cc3)ccc2O[C@@H]1CN(C)Cc1ccc(Cl)c(Cl)c1	-0.3	117.0	-21.9	1.2	92.6*	-1.2	-6.7	-92.6	-1.1	·	102.0
15	CCc1cc(=O)oc2cc(OCC(=O)N3CCC(C(N)=O)CC3)ccc12	12.9	-9.1	8.6	-2.3	-1.4	-3.2	1.7	1.4	-0.7	·	·
16	COc1cc(OC)cc(-c2sc3ccc(OC)cc3c2-c2ccc(OCCN3CCCCC3)cc2)c1	-2.6	·	9.4	12.8	-2.0	-3.5	-0.1	2.0	-0.2	·	103.2
17	COc1ccc([N+](=O)[O-])cc1N(CC(O)Cn1nnc2ccccc21)S(=O)(=O)c1ccc(C)cc1 (configuration not stated)	-14.4	0.0	-1.2	-8.1	0.6	-7.4	-9.6	-0.6	-0.2	-0.8	90.0
18	CCCCNC(=O)Nc1nc2ccccc2s1	-7.8	-4.3	78.8	-13.6	-4.1	0.1	7.5	4.1	2.6	-3.3	98.3
19	Cc1cc(C)n(S(=O)(=O)c2ccc(C(C)(C)C)cc2)n1	4.0	-4.0	-6.6	-4.4	10.4	16.0	4.2	-10.4	-0.5	-1.0	102.4
20	COc1ccccc1-c1ccc(NC2CCCCC2)nn1	-1.9	25.8	83.2*	-0.5	-69.8	0.6	-2.4	69.8	1.4	2.1	96.5
21	Oc1ccc(Br)cc1C=Nc1ccc(Cl)cc1	3.1	-19.0	4.0	4.1	0.9	1.5	-1.2	-0.9	1.1	-1.6	89.0
22	COc1ccccc1NC(=S)NCCC(c1ccccc1)c1ccccc1	-3.7	-0.4	-1.4	-6.9	3.2	8.1	4.2	-3.2	-0.2	-1.1	100.8
23	CCOC(=O)C1CCCN(c2c(NCCc3ccc(Cl)cc3)c(=O)c2=O)C1 (configuration not stated)	-15.7	121.0	0.3	-3.2	19.3	-9.2	10.9	-19.3	2.2	-1.9	106.8
24	Cc1ccc(C(=O)NCCNC(=O)Cc2ccccc2)cn1	5.1	0.7	-8.4	-0.9	11.2	18.9	-1.4	-11.2	-0.5	-6.1	99.6
25	CCOC(=O)c1[nH]c2ccc(F)cc2c1NC(=O)CN1CCN(C/C=C/c2ccccc2)CC1	2.2	0.9	-46.6	0.2	-26.1	1.4	-7.9	26.1	-0.6	-1.2	105.4
26	CC1CCN(C(c2cccs2)c2nnnn2Cc2ccccc2)CC1 (configuration not stated)	-13.5	177.3	·	-11.8	-28.2	-16.3	-14.0	28.2	0.7	0.5	104.6
27	CC(=O)Nc1ccc2nc3ccccc3nc2c1	-9.9	5.2	·	-9.4	28.1	20.4	1.5	-28.1	-0.8	3.6	·
28	CCOc1ccc(S(=O)(=O)Nc2c(C)n(C)n(-c3ccccc3)c2=O)cc1	-5.8	-20.5	1.5	-6.8	30.6	7.1	8.4	-30.6	-1.4	-3.6	104.4
29	N#CCCCn1c(-c2ccccc2)noc1=O	-0.4	10.5	-13.8	2.3	14.1	2.7	-2.6	-14.1	0.6	-2.6	97.6
30	Cc1ccc(Cl)cc1N1CCN(S(=O)(=O)c2cnc[nH]2)CC1	14.6	1.0	·	-4.8	16.0	3.6	4.4	-16.0	0.7	·	102.8
31	CCN(C(=O)c1cnc2scc(C)n2c1=O)c1ccccc1C	-6.5	-8.6	5.3	-2.6	14.4	12.7	-2.2	-14.4	0.5	·	89.5
32	CCCn1c(CC)nc([N+](=O)[O-])c1S(=O)(=O)c1ccccc1	-2.1	-29.2	·	-7.7	12.2	0.0	-1.6	-12.2	-2.7	10.9	·
33	CC(=O)Nc1ccc(S(=O)(=O)NCCNC(=O)c2ccccc2F)cc1	-5.4	172.1	-2.1	-4.2	7.7	-4.8	-9.5	-7.7	0.6	-2.3	·
34	CCc1cccc(C)c1NC(=S)NCCc1c(C)[nH]c2ccc(C)cc12	-2.6	-11.0	-12.5	-8.2	-23.1	10.5	1.2	23.0	-3.0	·	101.2
35	COC(=O)C1=CNC=C(C(=O)OC)C1c1cccc(OC)c1	-3.4	-7.1	2.5	5.3	0.6	7.6	-1.2	-0.6	1.9	-3.5	85.2
36	CCOc1ccc(S(=O)(=O)N2CCc3ccccc3C2)cc1	-17.7	61.9	8.5	0.3	-13.2	21.1	-5.5	13.2	-0.7	-6.3	100.3
37	CCCc1cc(=O)oc2c(C)c(O[C@@H]3O[C@H](CO)[C@@H](O)[C@H](O)[C@H]3O)ccc12	-12.3	9.3	1.9	1.3	-18.0	-9.4	-0.6	18.0	-0.5	-2.6	·
38	CSCCC1NC(=O)N(C(C)C(=O)Nc2cc(Cl)cc(Cl)c2)C1=O (configuration not stated)	4.1	4.3	-6.6	-8.3	-55.5	9.6	-3.1	55.5	2.4	-0.8	122.8
39	COc1ccc(OC)c(NC(=O)CSc2nc(=O)n(CCN3CCOCC3)c3c2CCC3)c1	-1.8	-11.9	5.5	-5.9	-1.3	-1.5	-13.6	1.3	0.7	1.4	98.4
40	CCN(CC)S(=O)(=O)c1ccc(C)c(NC(=O)CN(C)C)c1	-12.1	6.5	4.7	-0.7	-1.9	2.1	5.6	1.9	-1.7	-0.9	103.4
41	CC(=O)NCc1ccc(-c2csc(NC(=O)CCCc3nc4ccccc4c(=O)[nH]3)n2)cc1	-4.0	-6.2	-6.1	-3.0	-8.7	-12.4	-7.0	8.7	-2.4	-2.5	·
42	CCCCOc1ccc(C2CCC(C(C)=O)C(C)C2)cc1 (configuration not stated)	-9.7	8.9	68.9	1.4	-9.0	22.4	4.0	9.0	2.1	·	88.9
43	O=C(N[C@@H](Cc1ccccc1)C(=O)OCc1ccccc1)c1ccco1	2.4	2.5	6.6	-15.5	4.8	2.2	3.4	-4.8	1.8	0.2	99.6
44	COC(=O)C1=C(O)/C(=C\c2cc(C)n(-c3ccccc3F)c2C)N=C1C	8.5	-15.4	32.3	-10.6	1.3	9.1	0.0	-1.3	-2.4	5.5	97.8
45	COc1ccc(S(N)(=O)=O)cc1C(=O)OCC(=O)Nc1sccc1C#N	-2.0	-16.0	7.2	0.1	12.0	28.6	-0.8	-12.0	2.0	1.1	117.7
46	CC(C)CCC(CCN1CCCC1)c1ccc2c(c1)OCO2 (configuration not stated)	6.1	-6.9	12.2	-3.8	27.9	8.2	-1.2	-27.9	1.1	7.2	104.1
47	CCOC(=O)c1oc2ccc(S(=O)(=O)Nc3ccc4c(c3)n(C)c(=O)n4C)cc2c1C	4.5	4.6	-19.2	5.9	-2.2	3.1	-4.0	2.2	2.6	3.3	100.2
48	Nc1c(N(C(=O)Nc2ccc(Cl)c(Cl)c2)C2CCCC2)c(=O)[nH]c(=O)n1Cc1ccccc1	12.6	8.7	-76.3	-14.6	-21.6	84.0*	11.8	21.6	0.4	2.2	94.0
49	Cc1ccc(-n2nc(C)c3c2OC(N)=C(C#N)C3c2ccccc2F)cc1 (configuration not stated)	0.3	5.5	-9.0	4.9	-0.6	15.1	-2.3	0.6	0.3	-0.5	104.1
50	O=C(OCCOc1ccc(Cl)cc1)c1cc(S(=O)(=O)N2CCCCC2)ccc1N1CCOCC1	6.9	·	-18.2	-12.3	-15.3	-2.5	-5.0	15.3	-0.8	·	101.4

Some of these compounds in order of the PKA-R2B act value, ascending.
entry	SMILES	PKA-R2B act
35	COC(=O)C1=CNC=C(C(=O)OC)C1c1cccc(OC)c1	-3.4
34	CCc1cccc(C)c1NC(=S)NCCc1c(C)[nH]c2ccc(C)cc12	-2.6
47	CCOC(=O)c1oc2ccc(S(=O)(=O)Nc3ccc4c(c3)n(C)c(=O)n4C)cc2c1C	4.5
